High-throughput results (PubChem BioAssay)
Bcl-xL primary: inhibitors of human Bcl-xL, primary screen, biochemical, fluorescence polarization, HTS | Bcl-2-like protein 1 (Homo sapiens), Q07817 | GST-Bcl-xL / FITC-Bim BH3 peptide fluorescence polarization | inhibition, % at 10.9 µM | 0.7% of 320,000 active | AID 2129, 2009;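 active = inhibition above the mean of all tested compounds plus 3 SD, cutoff set per campaign, cut at about 30% in these data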;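 also: 0% = DMSO wells and 100% = unlabeled Bim-BH3 peptide competitor; inhibitors lower millipolarization by displacing the labeled peptide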
pPAFAH FP inh: pPAFAH enzyme inhibitors, primary screen, biochemical, fluorescence polarization, human; inhibition, % at 3.39 µM; recombinant pPAFAH, FP-rhodamine probe fluorescence polarization; 1.5% of 330,000 active; Platelet-activating factor acetylhydrolase (Homo sapiens), Q13093;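 active = inhibition above the mean inhibition across the screen plus 3 SD, cut at about 25% in these data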;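 also: inhibitors block binding of the rhodamine activity-based probe so polarization drops; 0% = enzyme with DMSO and 100% = wells lacking pPAFAH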
Target sequence (Q13093 whole entry, looked up): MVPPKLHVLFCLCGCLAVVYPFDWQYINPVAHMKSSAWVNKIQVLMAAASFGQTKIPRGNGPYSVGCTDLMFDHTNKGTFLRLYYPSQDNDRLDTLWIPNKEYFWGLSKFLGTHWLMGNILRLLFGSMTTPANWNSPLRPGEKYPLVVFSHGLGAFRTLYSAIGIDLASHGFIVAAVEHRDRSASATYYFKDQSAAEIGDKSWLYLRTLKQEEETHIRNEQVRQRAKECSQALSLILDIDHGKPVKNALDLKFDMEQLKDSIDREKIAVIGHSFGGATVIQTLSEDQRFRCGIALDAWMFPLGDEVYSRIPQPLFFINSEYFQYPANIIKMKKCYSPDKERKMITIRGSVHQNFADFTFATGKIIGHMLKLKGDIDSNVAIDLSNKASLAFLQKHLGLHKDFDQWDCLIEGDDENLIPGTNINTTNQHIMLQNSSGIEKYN
Fam108B inh: mouse Fam108B serine hydrolase inhibitors, primary screen, counter-screen for RBBP9 inhibitor project, biochemical, fluorescence polarization | inhibition, % at 9.51 µM | 0.33% of 300,000 active | recombinant Fam108B, FP-Rh probe fluorescence polarization;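 active = inhibition above the screen mean inhibition plus 3 SD, computed separately per campaign, cut at about 18% in these data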;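 also: inhibitors lower polarization as less probe binds the enzyme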
PME-1 primary: PME-1 inhibitors via competitive probe labeling, primary screen, biochemical, fluorescence polarization, FP-Rh probe, HTS | Protein phosphatase methylesterase 1 (Homo sapiens), Q9Y570 | inhibition, % at 5.9 µM | 0.53% of 320,000 active | AID 2130, 2009 | recombinant PME-1;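 active = inhibition above the campaign mean of all compounds plus 3 SD, cut at about 26% in these data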;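 also: competitive labeling of PME-1 active site by serine hydrolase directed probe; 0% = PME-1 with DMSO and 100% = wells lacking PME-1 enzyme; inhibitors block probe labeling so polarization falls and inhibition rises; many of its hits are not listed in these tables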
PAFAH1B2 FP inh: PAFAH1B2 enzyme inhibitors, primary screen, biochemical, fluorescence polarization, human. inhibition, % at 3.39 µM. recombinant PAFAH1B2, FP-rhodamine activity probe. 1.2% of 340,000 active. Platelet-activating factor acetylhydrolase IB subunit alpha2 (Homo sapiens), P68402;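 active = inhibition above the mean of all tested compounds plus 3 SD, cut at about 24% in these data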;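 also: 0% = enzyme with DMSO and 100% = wells lacking PAFAH1B2; many of its hits are not listed in these tables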
MCL1 BIM primary: inhibitors of MCL1 binding to BIM-BH3, primary screen, biochemical, fluorescence polarization. Induced myeloid leukemia cell differentiation protein Mcl-1 (Homo sapiens), Q07820. GST-MCL1 / FITC-Bim-BH3 fluorescence polarization. inhibition, % at 10.9 µM. 0.68% of 320,000 active. AID 2057, 2009;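 active = inhibition above the mean inhibition of all tested compounds plus 3 SD, set per campaign, cut at about 40% in these data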;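 also: 0% = DMSO wells and 100% = unlabeled Bim-BH3 peptide control; higher means more loss of mP so more displacement of Bim peptide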
AHR activator: AHR activators, primary screen, cell-based, luminescence, luciferase reporter, human. AHR-responsive luciferase reporter cells. Aryl hydrocarbon receptor (Homo sapiens), P35869. 2.5% of 320,000 active. activation, % at 5 µM. AID 2796, 2010; in the data active = activation above about 47%;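 also: 0% = vehicle wells and 100% = reference agonist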
GLD-1 RNA inh: GLD-1/TGE RNA complex disruptors, primary screen, biochemical, fluorescence polarization; Female germline-specific tumor suppressor gld-1 (Caenorhabditis elegans), Q17339; purified GLD-1 + fluorescein TGE RNA; inhibition, % at 5.96 µM; 0.44% of 320,000 active; AID 2280, 2010;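 active = percent inhibition above a per-plate cutoff, the plate mean of test compounds plus 3 SD, cut at about 30% in these data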;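 also: 0% = DMSO wells with GLD-1 and probe and 100% = wells lacking GLD-1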
Target sequence (Q17339 whole entry, looked up): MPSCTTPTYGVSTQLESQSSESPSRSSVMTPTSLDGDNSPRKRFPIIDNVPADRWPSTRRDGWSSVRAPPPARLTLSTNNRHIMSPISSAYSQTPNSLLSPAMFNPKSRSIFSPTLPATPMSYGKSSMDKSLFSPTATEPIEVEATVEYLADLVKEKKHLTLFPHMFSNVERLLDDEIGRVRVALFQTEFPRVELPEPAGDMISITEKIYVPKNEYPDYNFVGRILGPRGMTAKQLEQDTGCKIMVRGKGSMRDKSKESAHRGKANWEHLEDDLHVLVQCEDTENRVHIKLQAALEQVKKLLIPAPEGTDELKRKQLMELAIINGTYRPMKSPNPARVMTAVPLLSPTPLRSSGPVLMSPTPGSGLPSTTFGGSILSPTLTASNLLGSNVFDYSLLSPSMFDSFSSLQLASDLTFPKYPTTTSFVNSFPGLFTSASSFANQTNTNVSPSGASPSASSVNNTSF
MEX-5 binding: MEX-5 zinc finger RNA-binding disruptors – biochemical, C. elegans, fluorescence polarization, MLPCN library, primary screen; Zinc finger protein mex-5 (Caenorhabditis elegans), Q9XUB2; MEX-5/FITC-TCR2 RNA binding; hits give low values; activity score (negative = inhibition of binding), % at 10 µM; 0.38% of 300,000 active;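 active = inhibition past about -25% in most replicates, and total fluorescence under double the plate's negative control median, limit read from the data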;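 also: 0% = DMSO and -100% = 5 µM competing unlabeled TCR2 RNA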
* hit, by the source's call; . = no result given. Some of the compounds tested; rates above refer to the full screens.

mol,Bcl-xL primary,pPAFAH FP inh,Fam108B inh,PME-1 primary,PAFAH1B2 FP inh,MCL1 BIM primary,AHR activator,GLD-1 RNA inh,MEX-5 binding
COC(=O)c1ccc(C(=O)OC)c(NC(=O)CS(=O)(=O)Cc2ccccc2)c1,13.1,2.4,0.9,-1.5,3.2,11.0,3.5,8.1,-1.6
COc1cccc(-n2c(SCC(=O)Nc3sc4c(c3C(N)=O)CCC4)nc3ccccc3c2=O)c1,-3.5,3.4,-9.9,-3.5,-1.1,-5.2,-2.8,-5.2,1.0
C[C@@H](OC(=O)c1[nH]cnc1C(=O)NCc1ccc(CNC(=O)OC(C)(C)C)cc1)c1ccccc1,.,7.8,.,.,-0.7,.,2.7,7.8,.
CC1(C)Cc2c(c(-c3ccccc3)[nH]c(=O)c2C#N)CO1,1.8,1.9,-0.2,-1.9,-1.4,9.4,-1.1,2.0,-1.7
COc1ccccc1-c1noc(CCC(=O)NC2CCCCC2)n1,2.5,-1.2,0.7,1.7,-3.1,4.5,11.0,-2.9,0.0
O=C1c2ccccc2C(=O)N1Cc1ccc2c(c1)OCO2,2.7,2.7,-4.3,1.2,1.8,-0.5,-0.7,11.1,-3.1
c1ccc(N2CCN(c3ncccn3)CC2)cc1,7.6,-0.3,0.3,-2.6,1.5,-3.1,7.8,-6.3,2.2
CC(C)C[C@H](NC(=O)N1CCn2c1nc1ccccc12)C(=O)NCC1CCCO1 (stereo not given in full),4.2,0.3,-2.9,3.9,2.8,4.3,-0.3,5.7,-1.5
CC1CN(C(=O)C(Sc2ccccc2)c2ccccc2)CC(C)O1 (stereo not given),7.3,2.3,-7.5,8.1,4.2,14.3,-3.1,1.6,0.2
COC(=O)c1[nH]nc(C(=O)OC(C)(C)C)c1-c1ccccc1,-4.9,4.2,-0.2,4.7,6.5,-5.6,-1.2,2.6,-1.2
Clc1nc(NC2CCCC2)nc(N2CCOCC2)n1,3.2,-1.3,-0.1,-0.9,4.4,-3.3,1.6,5.3,3.1
COc1cc(N)c(Cl)cc1C(=O)OCC(=O)Nc1cccnc1Cl,2.2,-0.3,5.0,0.9,5.4,-3.5,-0.2,-4.8,-0.7
CCNc1c(N)c(=O)oc2ccccc12,0.6,-6.7,-1.2,-9.1,4.1,0.1,24.9,0.7,5.7
COc1cc(/C=N/Nc2ccc(F)cc2F)cc(OC)c1OC,4.5,7.0,2.9,8.4,3.3,-2.6,70.2*,9.7,-0.3
Cc1cc(C)c(C#N)c(SCc2ccccc2C)n1,1.9,7.1,-0.5,2.5,7.6,5.8,-3.6,2.5,0.2
COc1cc(/C=N/n2nnnc2Nc2ccccc2)cc(OC)c1OC,0.8,11.2,3.3,-11.3,-6.5,-9.8,37.6,0.6,-1.2
COc1ccccc1CCC(=O)NNC(=O)c1cccs1,.,2.6,.,.,2.4,.,2.2,-3.9,.
N#C/C(=C\N1CCCCC1)S(=O)(=O)c1ccc(Cl)cc1,5.1,2.4,-2.8,-1.3,.,2.0,-0.2,-3.3,0.1
CC(C)N(C(=O)c1ccc(C(=O)Nc2ccc([N+](=O)[O-])cc2)cc1)C(C)C,-14.8,-6.5,-6.2,-3.3,7.8,-16.6,7.3,-10.2,0.9
NNC(=S)Nc1c(Br)cc(F)cc1Br,-0.5,-0.6,0.2,-4.0,4.5,-4.6,4.5,-1.8,2.6
C/C(N)=C(/C#N)C(=O)CSc1nnc(Nc2ccccc2)s1,-10.2,5.3,2.2,2.4,2.1,-6.7,17.0,-3.5,-0.8
OCC1(Cc2ccccc2)CCCN(Cc2cnn(-c3ccccc3)c2)C1 (stereo not given),1.2,-2.3,1.0,-4.6,2.9,-0.2,0.0,-1.3,3.8
CCCCn1c(=NC(=O)c2ccco2)c(C(=O)OCC)cc2c(=O)n3cccc(C)c3nc21,14.2,3.5,0.7,-8.8,-2.1,4.7,5.3,-3.9,-3.9
COc1ccc(CN2CCNC(=O)C2CC(=O)NC2CCCC2)c(C)c1C (stereo not given),13.4,3.0,-0.2,-1.4,4.5,15.0,1.8,7.0,0.1
COc1ccc(C(=O)NC2CCN(S(=O)(=O)c3ccccc3F)CC2)cc1,4.5,-3.8,-2.2,-0.1,3.3,6.2,-1.0,8.0,-2.6
N#CC1=C(N)C(C#N)(C#N)C(c2ccc[nH]2)C2CCCC=C12 (stereo not given),66.8*,17.6,7.7,16.4,4.2,72.4*,9.6,77.5*,-17.5
COc1ccc(NC(=O)CCNS(=O)(=O)c2ccc3c(c2)CC(C)N3C(C)=O)cc1 (stereo not given),-1.0,-1.3,-1.4,2.2,0.4,-5.2,6.6,-2.3,2.2
Cc1cccc(OCCCC(=O)NCC(=O)Nc2cccc(C)c2C)c1,1.4,3.7,8.5,3.9,5.0,7.3,0.2,6.0,0.8
C#CCOCCOCCOCCNc1nc(N2CCN(C(=O)C([C@@H](C)CC)n3cc(C(N)CC(C)C)nn3)CC2)nc(N2CCN(C(=O)[C@H](CCC(=O)O)n3cc(C(N)[C@H](C)CC)nn3)CC2)n1 (stereo not given in full),1.3,5.0,5.9,7.4,5.4,2.0,-0.4,2.7,-0.7
O=C(NCC1CCCO1)c1ccccc1OCc1ccc(Cl)cc1 (stereo not given),5.3,2.1,0.1,-1.5,-5.9,-3.4,4.6,4.5,0.3
CCOc1ccc2[nH]cc(C(=O)NCCc3ccccc3)c(=O)c2c1,4.5,-3.5,-3.2,-4.8,-1.8,5.3,17.3,4.4,1.7
COc1ccc(Cl)cc1NC(=O)N1CCN(c2ccccc2OC)CC1,7.3,-0.3,1.3,-3.7,3.6,3.2,-6.1,-4.5,1.2
CC(=O)NCC(=O)NNC1CC(=O)N(c2cccc(Cl)c2)C1=O (stereo not given),8.7,0.1,-2.0,-3.3,-5.5,9.1,1.3,5.0,0.5
CCOc1ccc2c(c1)sc(N)[n+]2Cc1cc(C)cc2cccnc12,4.5,9.2,1.5,12.1,-2.7,9.2,34.5,-8.9,0.6
Cn1c(SCC(=O)Nc2ccccc2)nnc1C(F)(F)F,4.0,3.1,3.8,-0.1,4.3,4.5,-6.9,-5.1,0.7
O=C(CCC(=O)Nc1ccccc1)N/N=C/c1cccnc1,-4.0,-8.1,-5.5,-3.1,0.9,-5.5,9.2,4.3,1.9
Cc1nnc(NN)n(N)c1=O,-2.9,7.1,-1.6,-2.3,.,0.4,22.0,5.3,-8.5
CC(C)c1ccc(-c2csc3ncnc(N4CCN(C)CC4)c23)cc1,2.2,7.7,1.5,5.5,4.7,4.3,0.1,10.5,0.4
Cc1cc(Cl)ccc1NC(=O)CN1C(=O)NC2(CCCc3ccccc32)C1=O (stereo not given),-2.9,2.5,2.1,3.8,-0.2,-17.4,1.2,-0.7,1.0
Cc1[nH]c(=O)c(S(=O)(=O)c2ccccc2)c(C)c1Cl,4.0,-8.1,-0.5,-5.6,-1.7,6.8,0.1,2.1,3.5
CC(C)CN1CCN(Cc2cccn2-c2cccnc2)CC1CCO (stereo not given),12.2,-0.3,7.2,-1.0,5.3,8.6,4.2,-5.2,-2.4
Cn1nccc1NC(=O)Nc1ccccc1,0.4,6.9,11.5,4.4,4.1,6.2,2.6,3.0,2.1
CC1CCN(C(=O)c2[nH]cnc2C(=O)N2CCN(c3ccccc3)CC2)CC1,0.6,3.3,.,-1.0,2.3,2.8,1.7,0.4,.
COc1cccc(CNC(=O)CCCSc2ccccc2)c1,-4.1,2.1,-2.7,-2.8,3.7,-1.1,2.4,-4.7,0.7
CSc1ccc(CN(C)C(=O)c2cc(S(=O)(=O)NCc3ccccc3)ccc2C)cc1,6.5,6.5,-2.6,13.4,3.0,1.4,1.8,9.1,1.4
CC(C)[C@H](NC(=O)c1ccccc1Cl)C(=O)OCC(=O)Nc1ccc(S(=O)(=O)N2CCOCC2)cc1,.,3.4,.,.,1.7,.,-1.0,1.8,.
CC1(C)O[C@@H]2[C@H](O1)[C@@H](COS(=O)(=O)O)O[C@H]2n1cc(Br)c(=O)[nH]c1=O,.,-3.9,.,.,-5.1,.,-0.5,-2.9,.
Cc1ccc(-n2c(SCC(=O)Nc3cccc(S(=O)(=O)NC4=NCCCCC4)c3)nc3ccccc3c2=O)cc1C,-4.2,4.7,-16.6,-20.8,0.4,-6.9,0.8,3.7,2.9
CC(=O)n1cc([C@H]2C=C(C(=O)N3CCN(Cc4ccccc4)CC3)O[C@@H](OCc3ccc(CO)cc3)C2)c2ccccc21,-0.7,5.9,-2.4,12.0,2.8,7.8,13.6,3.9,-7.3
CCN(CC)S(=O)(=O)c1ccc(N2CCCC2)c(NS(=O)(=O)c2ccc(F)cc2)c1,5.0,8.1,1.8,8.3,-4.0,12.2,1.8,34.1*,2.3
CN(C)S(=O)(=O)c1ccc(Cl)c(NC(=O)COc2ccccc2[N+](=O)[O-])c1,-2.2,-0.9,6.0,2.1,3.1,-4.6,6.6,-1.8,1.7
CCc1ccccc1NC(=O)C(Cc1ccccc1)c1nn[nH]n1 (stereo not given),5.0,1.5,-2.1,1.7,2.2,-2.0,4.2,-0.5,-0.4

Compounds listed so far containing two or more sulfur atoms, in the order listed:
mol,Bcl-xL primary,pPAFAH FP inh,Fam108B inh,PME-1 primary,PAFAH1B2 FP inh,MCL1 BIM primary,AHR activator,GLD-1 RNA inh,MEX-5 binding
COc1cccc(-n2c(SCC(=O)Nc3sc4c(c3C(N)=O)CCC4)nc3ccccc3c2=O)c1,-3.5,3.4,-9.9,-3.5,-1.1,-5.2,-2.8,-5.2,1.0
C/C(N)=C(/C#N)C(=O)CSc1nnc(Nc2ccccc2)s1,-10.2,5.3,2.2,2.4,2.1,-6.7,17.0,-3.5,-0.8
CSc1ccc(CN(C)C(=O)c2cc(S(=O)(=O)NCc3ccccc3)ccc2C)cc1,6.5,6.5,-2.6,13.4,3.0,1.4,1.8,9.1,1.4
Cc1ccc(-n2c(SCC(=O)Nc3cccc(S(=O)(=O)NC4=NCCCCC4)c3)nc3ccccc3c2=O)cc1C,-4.2,4.7,-16.6,-20.8,0.4,-6.9,0.8,3.7,2.9
CCN(CC)S(=O)(=O)c1ccc(N2CCCC2)c(NS(=O)(=O)c2ccc(F)cc2)c1,5.0,8.1,1.8,8.3,-4.0,12.2,1.8,34.1*,2.3
